Screening results from PubChem.
procasp7 counter: counter-screen: procaspase-7 (human) activation. P55210. recombinant procaspase-7, Ac-DEVD-pNA absorbance 405 nm; D23A/D198A/D206A triple mutant, cannot self-cleave; scale: DMSO 0, 5 µM enzyme 100. activation, % at 8.5 µM. actives 0.093% (n = 330,000). AID 463210;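 active = percent activation above the screen-wide mean plus 3 SD, cut at about 25% in these data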
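Assay system – Uncleavable procaspase-7 mutant enzyme · Quantity – 2 µM procaspase-7 mutant as dispensed · Times – 1 h preincubation, 2 h reaction · Dosing – single nominal 8.5 µM compound dose, 0.8% DMSO final · Buffer or medium – Zinc-free 50 mM HEPES buffer, pH 7.4, with NaCl and Triton X-100 · Detection – Epi-absorbance of released pNA at 405 nm, two timepoints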
RPL19A-GFP yeast: alters RPL19A-GFP fluorescence in TOR pathway yeast screen. S. cerevisiae RPL19A-GFP strain, flow cytometry, 3 h; hits give low values. percent response vs DMSO, % at 10 µM. actives 0.3% (n = 330,000);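 active = percent response vs DMSO below 50%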;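 note: median channel GFP fluorescence of the barcoded RPL19A-GFP strain; ratio of sample median GFP to plate DMSO average so 100% = DMSO; lower means less RPL19A-GFP as with rapamycin TOR inhibition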
LAP4 TOR yeast: yeast TOR pathway LAP4-GFP modulation; GFP response vs DMSO, % at 10 µM; actives 0.34% (n = 320,000); AID 2023; S. cerevisiae LAP4-GFP multiplex, flow cytometry GFP, 3 h; median GFP as percent of DMSO wells;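 active = GFP response vs DMSO above a set limit, about the screen mean plus 3 SD, cut at about 150% in these data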
MEP2 TOR yeast: yeast TOR pathway MEP2-GFP modulation | S. cerevisiae MEP2-GFP strain, flow cytometry GFP, 3 h; 100% = DMSO control level | actives 0.51% (n = 330,000) | GFP response vs DMSO, % at 10 µM | AID 2016;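 active = GFP response versus DMSO above a set limit, roughly screen mean plus 3 SD, cut at about 180% in these data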;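 note: median GFP fluorescence of the barcode-gated MEP2-GFP cells per well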
proCasp3 act: procaspase-3 (human) activation; P42574; actives 0.11% (n = 330,000); activation, % at 8.5 µM; AID 463141; recombinant procaspase-3 D3A, Ac-DEVD-pNA absorbance 405 nm;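 active = activation above the mean of all tested compounds plus 3 SD, cut at about 21% in these data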;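 note: 0% = DMSO alone and 100% = DMSO wells spiked with extra 5 µM PC-3 D3A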
Target sequence (P42574 whole entry D9A/D28A/D175A): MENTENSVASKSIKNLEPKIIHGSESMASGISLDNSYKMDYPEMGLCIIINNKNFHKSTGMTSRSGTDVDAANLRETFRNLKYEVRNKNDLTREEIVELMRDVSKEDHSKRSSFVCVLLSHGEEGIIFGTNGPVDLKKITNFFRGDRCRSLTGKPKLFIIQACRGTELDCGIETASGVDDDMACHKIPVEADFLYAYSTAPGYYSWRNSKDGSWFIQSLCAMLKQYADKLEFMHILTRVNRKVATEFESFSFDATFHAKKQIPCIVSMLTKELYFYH
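Assay system – Procaspase-3 D3A mutant, all three cleavage aspartates alanine · Controls – DMSO-only low control, 5 µM PC-3 D3A high control · Schedule – 1 h compound preincubation, 2 h substrate hydrolysis at 25 °C · Signal – 405 nm absorbance of p-nitroaniline, reads at 0 and 120 min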
AHR act: activators of human aryl hydrocarbon receptor; P35869; AHR-responsive luciferase reporter cells, luminescence; activation, % at 5 µM; actives 2.5% (n = 320,000); in the data active = activation above about 47%;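 note: 0% = vehicle wells and 100% = reference agonist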
Target sequence (P35869 whole entry, looked up): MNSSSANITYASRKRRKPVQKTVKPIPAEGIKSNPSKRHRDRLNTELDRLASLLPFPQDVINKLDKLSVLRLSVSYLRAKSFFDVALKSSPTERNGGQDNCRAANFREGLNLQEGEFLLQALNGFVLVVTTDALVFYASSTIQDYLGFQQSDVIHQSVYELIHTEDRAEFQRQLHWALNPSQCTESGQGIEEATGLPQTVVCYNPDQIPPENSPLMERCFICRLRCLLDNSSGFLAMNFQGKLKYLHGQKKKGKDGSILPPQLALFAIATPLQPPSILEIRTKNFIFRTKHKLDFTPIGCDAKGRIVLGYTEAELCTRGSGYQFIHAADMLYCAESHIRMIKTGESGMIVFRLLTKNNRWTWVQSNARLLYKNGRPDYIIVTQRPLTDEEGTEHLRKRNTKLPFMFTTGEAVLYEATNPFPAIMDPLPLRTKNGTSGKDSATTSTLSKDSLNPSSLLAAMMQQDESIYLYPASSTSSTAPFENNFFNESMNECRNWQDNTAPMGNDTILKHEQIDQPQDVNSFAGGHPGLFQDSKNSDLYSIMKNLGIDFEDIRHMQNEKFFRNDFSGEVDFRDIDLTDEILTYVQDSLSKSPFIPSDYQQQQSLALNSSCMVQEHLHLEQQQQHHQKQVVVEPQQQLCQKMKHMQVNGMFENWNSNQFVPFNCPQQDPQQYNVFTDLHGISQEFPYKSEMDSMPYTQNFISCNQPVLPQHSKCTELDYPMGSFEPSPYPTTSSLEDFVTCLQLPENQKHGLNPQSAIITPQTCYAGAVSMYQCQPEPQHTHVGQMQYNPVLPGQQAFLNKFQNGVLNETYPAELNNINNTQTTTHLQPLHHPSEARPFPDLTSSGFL
EBNA-1 inh: blocks EBNA-1 binding to DNA | EBNA-1 DNA binding, fluorescence polarization | actives 0.34% (n = 300,000) | inhibition, % at 14.8 µM | AID 1950; in the data active = inhibition above about 28%
ZTA DNA inh: ZTA (EBV) inhibition in EBNA-1 counter-screen. actives 0.15% (n = 320,000). inhibition, % at 11 µM. ZTA-DNA binding, fluorescence polarization. AID 2234; in the data active = inhibition above about 33%
* = called active by the depositor; . = not tested or not shown; & = joins results of further samples.

SMILES	procasp7 counter	RPL19A-GFP yeast	LAP4 TOR yeast	MEP2 TOR yeast	proCasp3 act	AHR act	EBNA-1 inh	ZTA DNA inh
CC(O)/C=C/c1cccc[n+]1C (stereo unspecified)	1	92	93	96	-7	-1	1	-8
COc1ccc(S(=O)(=O)N(Cc2ccc(OC)c(OC)c2)Cc2ccco2)cc1	-1	98	102	103	-10	5	-14	-3
COCCN(Cc1ccccc1)C(=O)c1ccc2c(c1)NC(=O)CS2	-5	103	98	99	0	1	.	-5
CCNC(=O)C(=O)NCC(c1cccs1)S(=O)(=O)c1ccc(C)cc1 (stereo unspecified)	3	96	89	93	3	0	-2	-4
CN1C(=O)CC(N2CCC(C(N)=O)(N3CCCCC3)CC2)C1=O (stereo unspecified)	-6	104	113	104	3	-2	3	-8
O=C1CC(c2ccccc2)CC(O)=C1C=Nc1ccccc1Cl (stereo unspecified)	5	100	91	96	0	7	-1	-9
CCOC(=O)C1C(=O)C=C(c2ccc(Br)cc2)CC1c1ccco1 (stereo unspecified)	-17	96	103	86	2	-3	2	20
CN(C)CCOC(=O)C1(c2ccccc2)CCOCC1	-5&8	102&97	102&108	96&102	-1&0	-1&-1	3&-2	-2&9
O=C(N/N=C/c1cccnc1)c1ccc(O)cc1	0	104	81	100	2	5	-3	2
O=C(Nc1c2c(nn1-c1ccc(F)cc1)CS(=O)C2)c1ccc(Br)o1 (stereo unspecified)	4	102	86	84	6	8	-6	-11
CCOc1ccc(/C=C/C(=O)CCC(=O)O)cc1	7	85	96	93	-7	5	1	-11
C=CCn1c(SCc2ccc(Cl)cc2)nc2cc(C(=O)N3CCC(C(N)=O)CC3)ccc2c1=O	3	98	88	89	2	-2	-4	10
O=C(COC(=O)c1ccncc1)Nc1cc(Cl)c(Cl)cc1Cl	-6	104	117	111	-5	29	-19	19
COc1cc(/C=N/NC(=O)C(=O)NCc2cccnc2)ccc1O	6	97	85	105	-7	2	0	-10
Cc1c(NP(=O)(c2ccc(Br)cc2)c2ccc(Br)cc2)c(=O)n(-c2ccccc2)n1C	4	96	108	101	3	6	4	5
Clc1cccc(Cl)c1-c1noc(CN2CCOCC2)n1	0	94	109	100	2	-1	17	-1
CC(=O)c1cc2c(cc1NS(=O)(=O)c1ccc(F)cc1)OCO2	2	99	88	96	-7	0	-15	-11
CCOc1ccc2nc(NC(=O)Cn3[nH]c(=O)c4ccccc4c3=O)sc2c1	5	99	103	101	4	11	7	7
COc1cccc(C(=O)N2CCN(C3CCC(c4ccccc4)CC3)CC2)c1OC (stereo unspecified)	9	98	104	99	0	1	-5	-14
CCOC(=O)N1CCN(c2c(NCCOC)c(=O)c2=O)CC1	5	98	90	106	7	2	15	6
Cc1nn2c3ccccc3n(Cc3ccccc3)c2nc1=O	14	97	97	90	5	2	-5	7
COC(=O)CSc1nnc(CNC(=O)c2ccc(S(=O)(=O)N3CCCCC3)cc2)n1C	7	100	105	108	-6	-1	5	8
Cc1cc(C(F)F)n2nc(C(=O)Nc3cc(C)on3)nc2n1	7	97	100	96	-5	1	1	-2
Cc1c(Cc2ccccc2)c(=O)oc2cc(OC(=O)c3ccccc3)ccc12	13	104	89	105	9	1	-5	13
COCCCN(C(=O)CCOc1ccc(C)cc1)c1c(N)n(Cc2ccccc2)c(=O)[nH]c1=O	6	97	106	104	2	0	0	4

4 records picked at random from those above:
SMILES	procasp7 counter	RPL19A-GFP yeast	LAP4 TOR yeast	MEP2 TOR yeast	proCasp3 act	AHR act	EBNA-1 inh	ZTA DNA inh
CC(=O)c1cc2c(cc1NS(=O)(=O)c1ccc(F)cc1)OCO2	2	99	88	96	-7	0	-15	-11
CCOC(=O)C1C(=O)C=C(c2ccc(Br)cc2)CC1c1ccco1 (stereo unspecified)	-17	96	103	86	2	-3	2	20
O=C1CC(c2ccccc2)CC(O)=C1C=Nc1ccccc1Cl (stereo unspecified)	5	100	91	96	0	7	-1	-9
COc1ccc(S(=O)(=O)N(Cc2ccc(OC)c(OC)c2)Cc2ccco2)cc1	-1	98	102	103	-10	5	-14	-3

5 compounds from above, ordered by the number in LAP4 TOR yeast, lowest first.
SMILES | RPL19A-GFP yeast | LAP4 TOR yeast | MEP2 TOR yeast | proCasp3 act | AHR act | EBNA-1 inh
O=C(N/N=C/c1cccnc1)c1ccc(O)cc1 | 104 | 81 | 100 | 2 | 5 | -3
Cc1c(Cc2ccccc2)c(=O)oc2cc(OC(=O)c3ccccc3)ccc12 | 104 | 89 | 105 | 9 | 1 | -5
CC(O)/C=C/c1cccc[n+]1C (stereo unspecified) | 92 | 93 | 96 | -7 | -1 | 1
CCOc1ccc(/C=C/C(=O)CCC(=O)O)cc1 | 85 | 96 | 93 | -7 | 5 | 1
COc1ccc(S(=O)(=O)N(Cc2ccc(OC)c(OC)c2)Cc2ccco2)cc1 | 98 | 102 | 103 | -10 | 5 | -14

(further entries)
SMILES	procasp7 counter	RPL19A-GFP yeast	LAP4 TOR yeast	MEP2 TOR yeast	proCasp3 act	AHR act	EBNA-1 inh	ZTA DNA inh
CCCC(=O)NC(=S)Nc1ccc(N2CCN(C(=O)c3cccs3)CC2)cc1	7	101	107	101	-3	0	-1	-2
Cc1ccc(N2CCN(S(=O)(=O)N3CCCCC3)CC2)c(C)c1	5	95	120	99	4	6	-24	-2
CCOC(=O)C1CCN(C(=O)C2c3ccccc3C(=O)N(C)C2c2ccc(OC)cc2)CC1 (stereo unspecified)	1	95	104	117	1	0	8	-22
O=C(COc1cccnc1[N+](=O)[O-])Nc1ccc2c(c1)CCC2	5	100	107	99	1	-7	6	-3
CN(CC(=O)Nc1c(Cl)cccc1Cl)C(=O)c1ccccc1Cc1ccccc1	6	94	99	95	-1	-1	-5	3
COC(=O)c1cc(C(=O)c2ccc(Cl)cc2)n2c(=O)/c(=C\N(C)C)sc12	-5	101	113	100	4	-2	0	-13
Cc1ccc2c(CC(=O)N3CCOCC3)coc2c1	-16	106	87	107	3	8	-5	5
COCCN(C(=O)c1snc(C(N)=O)c1N)C(C(=O)NC1CCCCC1)c1ccc(N(C)C)cc1 (stereo unspecified)	-7	100	97	107	-1	11	-11	-10
O=C(CSc1nnc(NC(=O)CN2CCOCC2)s1)Nc1ccccc1	2	104	113	105	5	1	11	-2
CCc1ccc(-n2c(CSc3nnnn3-c3ccccc3)nc3ccccc3c2=O)cc1	11	97	99	96	-1	7	6	9
CC1CCC2(CC1)NC(=O)N(CC(=O)N1c3ccccc3CC1C)C2=O (stereo unspecified)	8	99	106	105	7	3	.	.
CN(C)c1ccc(CNC(=O)C2CCC(CNc3c(N4CCCCC4)c(=O)c3=O)CC2)cc1 (stereo unspecified)	1	106	107	105	-5	2	1	-2
Cc1cc(C)cc(NC(=O)CCc2nc3ccccc3[nH]2)c1	3	96	101	98	1	18	1	0
Cc1c(Cl)c([N+](=O)[O-])nn1CCCC(=O)Nc1ccc(Cl)cc1Cl	-7	101	94	104	-9	1	-8	4
CCOC(=O)CN1C(=O)CC(c2ccccc2)C1=O (stereo unspecified)	-2	105	92	103	2	-3	0	10
COc1cc(OC)cc(C(=O)N[C@H](C(=O)OCc2cc(=O)oc3cc(C)ccc23)C(C)C)c1	5	104	95	105	7	0	3	-6
CCc1nc2sc3c(c2c(=O)n1N)CCC3	1	101	90	103	0	3	2	-2
O=C(Nc1ccccc1-c1ccccc1)c1cccs1	2	103	103	106	2	2	4	-10
Cn1c(Cn2nnc3ccccc32)nnc1SCC(=O)N1c2ccccc2Sc2ccccc21	-4	94	100	98	2	-1	-9	-13
O=C(CN1C(=O)c2ccccc2S1(=O)=O)c1ccc(F)c(F)c1	1	104	98	101	3	6	6	0
CN(c1ccc(C(=O)N2CCCCC2)cc1)S(C)(=O)=O	4	96	95	102	5	0	3	-12
Cc1nn(Cc2ccccc2)c(C)c1C(=O)Nc1ccc(N2CCOCC2)cc1	3	92	87	97	13	-1	-15	-5
CC(=O)c1ccc(NC(=O)CN2C(=O)NC3(CCCc4ccccc43)C2=O)cc1 (stereo unspecified)	10	81	77	81	5	2	.	.
COc1cc(C2CC(=O)c3c(O)cc(O)cc3O2)ccc1O (stereo unspecified)	6	99	99	109	12	1	-4	-14
CCN(CC)CCCNC(=O)CCC(=O)Nc1ccc2nc(N3CCCCC3)cc(C)c2c1	12	103	108	109	7	13	-1	-2
The list continues:
SMILES	procasp7 counter	RPL19A-GFP yeast	LAP4 TOR yeast	MEP2 TOR yeast	proCasp3 act	AHR act	EBNA-1 inh	ZTA DNA inh
O=C(CNC(=O)c1nc[nH]c1C(=O)N1CCNCC1)OCc1ccccc1	6	98	104	85	8	0	7	11
COc1ccc(CC(=O)N2CCN(S(=O)(=O)c3cc(Cl)ccc3Cl)CC2)cc1	7	103	100	101	-3	0	.	-4
Cc1nn(-c2ccc(N3CCCCC3)nn2)c(C)c1CCC(=O)Nc1ccc(F)c(F)c1	0	99	93	98	2	4	0	-1
Cn1c(N/N=C/c2ccccc2)nc2sc3c(c2c1=O)CCC3	-4	104	106	103	7	31	-3	-3
COc1ccc(CNS(=O)(=O)c2ccc(-n3cccn3)cc2)cc1	1	100	96	106	-5	2	-2	-5
CCOC(=O)N1CCN(C(=O)CSc2nnc(C3COc4ccccc4O3)o2)CC1 (stereo unspecified)	-14	98	99	103	3	3	-2	9
COCCNC(=O)C1CC(=O)N(C2CCCCC2)C1 (stereo unspecified)	-4	101	105	101	-1	3	-13	-41
CCOC(=O)N1CCC(NC(=O)c2ccc3c(=O)n4c(nc3c2)CCCC4)CC1	3	94	89	97	-3	8	-9	10
O=S(=O)(Nc1ccc(N2CCOCC2)cc1)c1cccs1	3	98	99	106	6	-1	-4	6
COc1cc(C(=O)O/N=C2/C=C(C)C(=O)C=C2C)cc(OC)c1OC	-4	105	95	97	4	-2	-1	-7
CCNCc1ccc(OCc2ccccc2F)c(OC)c1	22	106	96	108	1	1	-5	-18
Cc1ccc(C2/C(=C(/O)c3ccccc3)C(=O)C(=O)N2CCN2CCOCC2)o1 (stereo unspecified)	-21	95	98	98	-13	-4	-6	7
O=C(CSc1oc(-c2ccco2)nc1S(=O)(=O)c1ccc(F)cc1)NCC1CCCO1 (stereo unspecified)	-18	117	75	98	-2	3	0	-6
CCOC(=O)N1CCN(C(=O)CSC2=NS(=O)(=O)c3ccccc3N2)CC1	0	107	109	109	-6	0	3	-18
Cc1cc2cc(CN(C(=O)C3CC3)C3CCCC3)c3nnnn3c2cc1C	10	98	100	104	0	1	-1	-4
CCCc1nnc(SCC(=O)N2CCCCC2)n1CCCOC	9	101	94	103	4	2	14	9
COC(=O)COc1ccc(=O)n(-c2ccccc2)n1	-2	99	104	99	-1	-1	13	-5
Cc1ccc(-n2nc3c(=O)n(C(C)C(=O)NCc4ccc5c(c4)OCO5)nc(C)c3c2C)cc1 (stereo unspecified)	6	89	106	88	1	0	-10	-14
COC(=O)c1ccccc1-n1c(CCC(=O)O)ccc1-c1ccc(F)cc1	-18	104	109	104	-4	2	7	2
COC(=O)c1scc(S(=O)(=O)C(C)(C)C)c1-n1cccc1	2	91	106	90	6	2	2	4
COc1ccc(C(=O)OCC#CCSc2nnc(-c3cccc4ccccc34)o2)cc1	-4	96	112	102	5	-3	.	.
COc1cccc(OC)c1OCCCc1c(C)n[nH]c1C	3	99	98	103	-9	3	7	6
COc1ccccc1N1CCN(C(=O)c2nn(C)c3c2CS(=O)(=O)c2ccccc2-3)CC1	1	103	102	112	6	1	4	1
COC(=O)/C(=N/Nc1ccccc1C)N1CCCc2ccccc21	0	103	106	110	-10	23	18	10
CCn1c(SCC(=O)Nc2ccc(NC(C)=O)cc2)nc2c1c(=O)n(C)c(=O)n2C	-2	103	90	98	0	1	-13	2
Cc1cccc(C(=O)OC2CCCN(C)C2)c1C (stereo unspecified)	5	107	108	110	5	9	-10	-18
CCCCCCC(=O)N(O)C1CC(=O)N(c2ccc(C)cc2)C1=O (stereo unspecified)	-28	106	120	103	-27	-5	-2	9
